CaV13 FRET inh – Disruptors of the CACNA1D IQ motif to Ca2+-dependent inactivation inhibitor domain association, primary screening, Förster resonance energy transfer in intact living …; HEK cells, CFP/YFP FRET ICDI-IQ, plate reader, 10 min; percent FRET-ratio fall versus neutral wells; inhibition, % at 12.3 µM; actives 0.098% (n = 340,000);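 active means mean replicate inhibition of at least 30% and at least 1% of replicates passing that level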;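 further: 0% = median of the neutral control wells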
H9c2 protect – myocardial damage modulation in H9c2 cells | H9c2 cardiomyocytes, H2O2 injury protection, ATPLite, 2 h | protection from H2O2 cell death, % at 20 µM | actives 0.63% (n = 360,000) | AID 588492;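 active means compounds giving at least 50% protection of heart cells from peroxide-induced death in the single-dose screen, raw or plate-pattern-corrected value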;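 further: 0% = DMSO wells with peroxide and 100% = DMSO wells without peroxide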
iPSC survival up – increases survival of single human iPS cells. hiPSC single-cell survival, ATPlite luminescence; 100% = ROCK inhibitor wells, 0% = DMSO. survival enhancement, % at 20 µM. actives 0.044% (n = 360,000); in the data active means survival enhancement above about 18%;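 further: cells exposed to compounds for 16 hours before the ATP read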
HIF-2a inh – blocks HIF-2a reporter activity | 786-0 RCC cells HIF-2a reporter, luciferase luminescence, overnight | inhibition, % at 18.8 µM | actives 0.72% (n = 360,000);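 active means inhibition of the luminescence signal of 40% or more relative to plate controls, in a single-dose primary screen at 18.75 µM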
NR2E3 ag-1 – NR2E3 (human) agonism | Q9Y5X4 | GST-NR2E3/biotin-RetCOR TR-FRET, 1536-well | inhibition of corepressor binding, % at 4.78 µM | actives 0.12% (n = 320,000) | AID 2300;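 active means percent inhibition above the cutoff of mean plus 3 SD of all tested compounds, set per screening campaign, cut at about 20% in these data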;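 further: 0% = DMSO wells and 100% = biotin wells as full block of FRET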
Target sequence (Q9Y5X4 whole entry, looked up): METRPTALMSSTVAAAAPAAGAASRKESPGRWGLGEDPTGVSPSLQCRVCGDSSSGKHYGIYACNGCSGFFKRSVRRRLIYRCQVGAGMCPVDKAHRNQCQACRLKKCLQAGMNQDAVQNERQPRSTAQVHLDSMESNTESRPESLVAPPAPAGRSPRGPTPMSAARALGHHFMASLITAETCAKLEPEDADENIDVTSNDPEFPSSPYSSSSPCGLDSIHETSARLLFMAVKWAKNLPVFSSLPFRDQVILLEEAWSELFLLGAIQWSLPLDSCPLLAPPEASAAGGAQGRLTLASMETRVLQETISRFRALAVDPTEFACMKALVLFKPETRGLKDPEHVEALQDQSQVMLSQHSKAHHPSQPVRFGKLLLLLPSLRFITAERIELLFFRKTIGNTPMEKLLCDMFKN
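Material: NR2E3–RetCOR corepressor complex / Amount: 1.35 nM GST-NR2E3 / Medium: Tris pH 7.5 / Compound: single nominal compound dose of 4.8 µM / Incubation: 5 h at 4 °C / Technique: TR-FRET, Eu(K)-anti-GST donor, streptavidin-D2 acceptor, ex 340, em 617/671 nm / Read-out basis: percent loss of FRET ratio relative to control wells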
PDI inh – inhibitors of human protein disulfide isomerase. P07237. PDI insulin aggregation turbidity, A650, 90 min. inhibition, % at 10 µM. actives 0.052% (n = 350,000). AID 588391;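 active means mean inhibition across replicates of 30% or more, whatever share of single replicates reach that level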;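 further: absorbance from insulin aggregation driven by PDI reduction with DTT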
Target sequence (P07237 whole entry, looked up): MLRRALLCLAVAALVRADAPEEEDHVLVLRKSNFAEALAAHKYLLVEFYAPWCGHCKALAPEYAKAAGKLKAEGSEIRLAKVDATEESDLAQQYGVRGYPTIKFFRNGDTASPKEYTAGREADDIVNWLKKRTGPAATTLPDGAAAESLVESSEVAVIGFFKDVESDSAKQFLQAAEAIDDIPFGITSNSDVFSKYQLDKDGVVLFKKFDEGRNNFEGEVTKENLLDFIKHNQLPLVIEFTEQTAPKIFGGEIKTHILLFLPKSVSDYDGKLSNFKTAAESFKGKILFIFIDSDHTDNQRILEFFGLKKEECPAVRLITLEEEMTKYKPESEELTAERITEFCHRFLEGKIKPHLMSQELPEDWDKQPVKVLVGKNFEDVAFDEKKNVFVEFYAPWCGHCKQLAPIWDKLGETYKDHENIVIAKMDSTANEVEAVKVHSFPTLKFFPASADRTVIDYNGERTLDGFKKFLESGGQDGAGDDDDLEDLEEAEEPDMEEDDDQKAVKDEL
Peg3 promoter – reduces Peg3 promoter-driven luciferase expression in HeLa. inhibition, % at 20 µM. actives 1.7% (n = 360,000). HeLa PEG-Prom luciferase reporter, luminescence, overnight;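 active means inhibition of at least 50% at 20 µM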
Shn3 3UTR inh – reduces Shn3 3'UTR luciferase signal in osteoblasts | Clone20 osteoblast Shn3 3'UTR firefly luciferase, 24 h | AID 588674 | inhibition, % at 12.5 µM | actives 0.52% (n = 360,000);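 active means mean inhibition of at least 75% with every replicate also reaching 75%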;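 further: 0% = median of neutral control wells and 100% = pilot-screen positive control compound; some compounds past the cut are filed as inactive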
NR2E3 ag-2 – activates human NR2E3 receptor; CHO-S Gal4-NCOR/VP16-NR2E3 two-hybrid, luciferase; Q9Y5X4; actives 0.35% (n = 360,000); AID 602229; inhibition of corepressor binding, % at 3.98 µM;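 active means inhibition above the mean of all tested compounds plus 3 SD, cut at about 70% in these data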;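 further: 0% = DMSO with NR2E3 transfected cells and 100% = cells lacking NR2E3 construct; higher means lower luciferase signal from less NR2E3 corepressor binding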
HTR2A ag – activates the mouse 5-HT2A serotonin receptor; activation, % at 7.6 µM; CHO-K1 mHTR2A beta-arrestin complementation, luminescence; percent of 30 µM serotonin response; P35363; AID 624169; actives 0.66% (n = 360,000);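 active means activation above a run cutoff, the mean activation of all tested compounds plus 3 SD, cut at about 14% in these data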;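 further: 0% = plate median of compound wells and 100% = 30 µM serotonin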
MITF TRPM1 inh – reduces MITF-dependent TRPM1 promoter luciferase signal. SK-MEL-5 TRPM1 promoter luciferase, 24 h. inhibition, % at 12.5 µM. actives 0.83% (n = 330,000). AID 488899;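 active means mean inhibition across replicates of 60% or more, whatever share of single replicates reaches that level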; further: values of inactives mirror those of a sister screen read the other way
Starred values were filed as active, the others as inactive; x = not tested or not shown.

Labels used below – A = CaV13 FRET inh; B = H9c2 protect; C = iPSC survival up; D = HIF-2a inh; E = NR2E3 ag-1; F = PDI inh; G = Peg3 promoter; H = Shn3 3UTR inh; I = NR2E3 ag-2; J = HTR2A ag; K = MITF TRPM1 inh
COc1cc(C)c(N(C(C)=O)c2ccccc2)c(C)c1
  A: -6 | B: 7 | C: -2.6 | D: 21 | E: -1 | F: -3 | G: 17 | H: -6 | I: -35 | J: -1 | K: 5

O=[N+]([O-])c1ccc(NC(=S)NCc2ccc(F)cc2)cc1
  A: -2 | B: -10 | C: -0.4 | D: -59 | E: -1 | F: 12 | G: 36 | H: 17 | I: -4 | J: -8 | K: 2

CC(c1ccccc1)c1nnc(NC(=O)Nc2ccccc2)s1 (stereo unspecified)
  A: -1 | B: -13 | C: -0.6 | D: -206 | E: 3 | F: -8 | G: -57 | H: 1 | I: -30 | J: 7 | K: 9

CCOC(=O)C(C#N)c1ccccn1 (stereo unspecified)
  A: -7 | B: 1 | C: -1.4 | D: -52 | E: 7 | F: 0 | G: -24 | H: -2 | I: -21 | J: 0 | K: -15

O=C(COC(=O)c1ccco1)NCc1ccc(F)cc1
  A: -6 | B: 0 | C: 4.1 | D: 10 | E: 4 | F: 8 | G: 5 | H: -12 | I: 2 | J: -2 | K: -6

COc1cccc(NC(=O)CN(C)C(=O)c2cccc(S(=O)(=O)N3CC4(C)CC3CC(C)(C)C4)c2)c1 (stereo unspecified)
  A: -6 | B: 0 | C: -0.5 | D: 10 | E: x | F: 9 | G: 28 | H: 12 | I: -7 | J: -10 | K: 3

Cc1ccc(CNS(=O)(=O)c2ccc3c(c2)NC(=O)C(C)S3)cc1 (stereo unspecified)
  A: -5 | B: -10 | C: -0.2 | D: 9 | E: 1 | F: 4 | G: 16 | H: 21 | I: 53 | J: 6 | K: 3

COc1ccc(CCNC(=O)COC(=O)Cn2cnc3ccccc3c2=O)cc1
  A: -2 | B: -4 | C: -0.4 | D: 12 | E: 0 | F: 4 | G: 16 | H: -4 | I: 5 | J: 1 | K: -9

Cc1cc(C)cc(NC(=S)N(CCN(C)C)C(C)c2cccnc2)c1 (stereo unspecified)
  A: 6 | B: -1 | C: 0.3 | D: 25 | E: 3 | F: 7 | G: 12 | H: 20 | I: 11 | J: 5 | K: -2

Cc1cc([N+](=O)[O-])nn1Cc1noc(C(=O)NCc2ccc3c(c2)OCO3)n1
  A: -3 | B: -3 | C: 0.0 | D: 3 | E: -1 | F: -6 | G: 11 | H: 5 | I: -9 | J: 2 | K: -1

CCN(CC(=O)Nc1ccccc1C(F)(F)F)C(=O)C1CCN(C(=O)Nc2ccccc2)CC1
  A: -7 | B: -2 | C: -0.4 | D: -6 | E: 4 | F: 5 | G: 8 | H: 3 | I: 4 | J: -3 | K: 6

Cc1cccn2c(=O)c3cc(C(=O)NCC4CCCO4)c(=N)n(Cc4ccc(F)cc4)c3nc12 (stereo unspecified)
  A: 10 | B: 33 | C: -0.3 | D: -1 | E: -2 | F: 10 | G: -12 | H: -10 | I: -2 | J: 0 | K: 8

O=S(=O)(NC1c2cccc3cccc(c23)C1Sc1ncccn1)c1ccccc1 (stereo unspecified)
  A: -14 | B: -1 | C: -2.1 | D: 6 | E: 2 | F: -6 | G: 12 | H: -12 | I: -4 | J: -1 | K: 1

COc1cccc(NC(=O)CSc2nc(C3CC3)nc3ccccc23)c1
  A: -3 | B: -4 | C: 0.1 | D: 22 | E: -3 | F: 1 | G: 21 | H: 19 | I: 32 | J: -1 | K: 0

COc1ccc(CN=C(C)c2c(C(F)(F)F)[nH]n(-c3nc4ccccc4s3)c2=O)cc1
  A: -8 | B: -6 | C: -3.9 | D: -83 | E: -2 | F: 12 | G: -258 | H: -32 | I: 0 | J: -1 | K: -31

Cc1ccsc1C(=O)N1CCCC(CCC(=O)N2CCN(c3ccccn3)CC2)C1 (stereo unspecified)
  A: -5 | B: 17 | C: -0.1 | D: 14 | E: 3 | F: 2 | G: 9 | H: 17 | I: -3 | J: 4 | K: -5

CCCCOC(=O)c1ccc(NC(=O)CSCc2n[nH]c(=O)[nH]2)cc1
  A: -5 | B: 0 | C: -0.6 | D: 5 | E: -4 | F: 3 | G: -6 | H: -1 | I: 6 | J: 0 | K: 4

CCN1C(=NCCOC)N[C@@H](CCc2ccccc2)[C@H](C(=O)OC)[C@H]1C
  A: -5 | B: 2 | C: -1.0 | D: 12 | E: 4 | F: -3 | G: -8 | H: -3 | I: 2 | J: -2 | K: -10

OCCN(CC(O)COc1ccccc1)CC(O)Cn1ccc2ccccc21 (stereo unspecified)
  A: -7 | B: 7 | C: 1.7 | D: 16 | E: 3 | F: -3 | G: 10 | H: -2 | I: -20 | J: -3 | K: -4

Cc1nn(CC(=O)NCCc2ccccc2)c(=O)c2ccccc12
  A: x | B: -2 | C: 0.2 | D: 18 | E: 2 | F: -2 | G: 18 | H: 1 | I: 8 | J: 0 | K: -4

CCOc1cc(C(=O)OC(C)C(=O)Nc2ncc(Cl)cc2Cl)ccc1OCC(=O)N1CCOCC1 (stereo unspecified)
  A: 6 | B: -1 | C: -0.8 | D: 20 | E: 0 | F: 3 | G: 7 | H: 0 | I: -1 | J: -4 | K: 2

CCCCC(=O)NCCc1ccc(S(N)(=O)=O)cc1
  A: -4 | B: 1 | C: 1.1 | D: 10 | E: 2 | F: -5 | G: 1 | H: 15 | I: 8 | J: 0 | K: 8

Cc1nc(-c2ccccc2)sc1-c1n[nH]c(=S)n1C
  A: -8 | B: 3 | C: 3.7 | D: 11 | E: 0 | F: 6 | G: 18 | H: 22 | I: 12 | J: 2 | K: 9

Cc1ccccc1CN1CCSc2sccc2C1=O
  A: -5 | B: -4 | C: -0.3 | D: 25 | E: 2 | F: 4 | G: 6 | H: -8 | I: 9 | J: 1 | K: 2

CC1CCCN(C(=O)c2cc(-c3cccs3)nc3ccccc23)C1 (stereo unspecified)
  A: -6 | B: 12 | C: -0.3 | D: 4 | E: x | F: -3 | G: 11 | H: 33 | I: -16 | J: -2 | K: 8

The results go on.
Labels used below – A = CaV13 FRET inh; B = H9c2 protect; C = iPSC survival up; D = HIF-2a inh; E = NR2E3 ag-1; F = PDI inh; G = Peg3 promoter; H = Shn3 3UTR inh; I = NR2E3 ag-2; J = HTR2A ag; K = MITF TRPM1 inh
COc1ccc(N(C(=O)Cn2nnc(-c3ccccc3F)n2)C(C(=O)NCC2CCCO2)c2ccc(Cl)cc2)cc1 (stereo unspecified)
  A: 3 | B: 12 | C: -0.5 | D: 21 | E: 2 | F: -5 | G: 58* | H: -23 | I: -4 | J: 4 | K: 12

CCCN1CCC(NC(=O)C2CCN(C(C)=O)CC2)CC1
  A: -12 | B: 4 | C: 0.1 | D: 8 | E: 1 | F: 2 | G: 8 | H: 13 | I: -20 | J: 0 | K: 3

O=C(NC(c1ccc(F)cc1)c1cnccn1)C1CCN(CCOc2ccc(Cl)cc2Cl)CC1 (stereo unspecified)
  A: -5 | B: 3 | C: 0.9 | D: -9 | E: x | F: 1 | G: 0 | H: -5 | I: 35 | J: -9 | K: x

CCCOc1ccc(C(=O)NNC(=S)NC(=O)c2ccccc2)cc1
  A: -4 | B: 33 | C: -0.4 | D: 11 | E: 1 | F: 9 | G: 44 | H: 33 | I: 30 | J: -4 | K: 8

CCOC(=O)/C(C#N)=C/c1ccc(N2CCCCC2)cc1
  A: -4 | B: -28 | C: 0.1 | D: -283 | E: 1 | F: 4 | G: -322 | H: -57 | I: -3 | J: -3 | K: -59

N#Cc1ccc(N2CCOCC2)c([N+](=O)[O-])c1
  A: -3 | B: 5 | C: 3.7 | D: 15 | E: 0 | F: 4 | G: 4 | H: 13 | I: -4 | J: 1 | K: -30

CC1=NNC(=O)C1CCC(=O)N/N=C(\C)c1ccccc1 (stereo unspecified)
  A: 11 | B: 6 | C: -2.5 | D: 16 | E: 3 | F: 11 | G: -2 | H: 4 | I: 12 | J: 0 | K: 7

COc1cc(C)c(S(=O)(=O)N2CCOCC2)c(C)c1C
  A: -4 | B: -3 | C: -2.7 | D: 15 | E: 1 | F: 4 | G: 7 | H: 1 | I: -33 | J: 1 | K: -5

O=C(Nc1nnc(C2CC2)o1)c1ccc(S(=O)(=O)N2CCCc3ccccc32)cc1
  A: -6 | B: 45 | C: -1.0 | D: 31 | E: 4 | F: -10 | G: -28 | H: 78 | I: 47 | J: -5 | K: -3

Cc1ccc2[nH]c(=O)c(CN3CCCCC3)c(-c3ccccc3)c2c1
  A: 0 | B: 0 | C: 1.1 | D: 0 | E: 0 | F: 0 | G: 0 | H: 23 | I: 5 | J: 0 | K: 15

C[C@H](NC(=O)N1CCn2c1nc1ccccc12)C(=O)NCc1ccc(F)cc1
  A: -7 | B: -6 | C: -0.5 | D: 11 | E: 0 | F: 1 | G: -1 | H: 7 | I: 34 | J: 0 | K: 17

Cn1ccc(NC(=O)Nc2ccc(Cl)cc2)n1
  A: -5 | B: -1 | C: -0.6 | D: -178 | E: 0 | F: -4 | G: -118 | H: 7 | I: -40 | J: -7 | K: -35

COc1ccccc1OCC(=O)Nc1ccc2c(c1)OCCO2
  A: -5 | B: -1 | C: 0.3 | D: -238 | E: 0 | F: 0 | G: -251 | H: -95 | I: 24 | J: -6 | K: -81

CN(CC(=O)Nc1ccccc1Br)C(=O)c1sccc1-c1ccccc1
  A: -6 | B: 3 | C: -0.5 | D: 2 | E: -4 | F: -6 | G: 10 | H: -27 | I: 8 | J: 0 | K: 5

Nc1nc(-c2ccc(Cl)cc2)cc(C(F)(F)F)n1
  A: -8 | B: -6 | C: -0.8 | D: -23 | E: -4 | F: 0 | G: -39 | H: -12 | I: -1 | J: -1 | K: 5

Nc1cccc(Oc2ccc3c(c2)C(=O)N(CC2CCCO2)C3=O)c1 (stereo unspecified)
  A: -19 | B: -4 | C: 0.0 | D: -144 | E: -2 | F: -12 | G: -53 | H: 4 | I: -51 | J: 4 | K: -58

Cc1ccc(CN(C(=O)COc2ccc([N+](=O)[O-])cc2)C2CCS(=O)(=O)C2)o1 (stereo unspecified)
  A: -3 | B: -6 | C: 0.2 | D: 10 | E: 0 | F: -3 | G: 9 | H: 7 | I: -14 | J: -1 | K: -9

O=C(Nc1ncc2c(n1)-c1ccccc1OC2)c1ccc(F)cc1
  A: 7 | B: 4 | C: -0.2 | D: -15 | E: 2 | F: -5 | G: -9 | H: 2 | I: 8 | J: -1 | K: -7

Three entries from above, ordered by the value under MITF TRPM1 inh, ascending:
mol	MITF TRPM1 inh
COc1ccc(CN=C(C)c2c(C(F)(F)F)[nH]n(-c3nc4ccccc4s3)c2=O)cc1	-31
O=C(Nc1ncc2c(n1)-c1ccccc1OC2)c1ccc(F)cc1	-7
Nc1nc(-c2ccc(Cl)cc2)cc(C(F)(F)F)n1	5
